# Screening data: PubChem BioAssay, Sanford-Burnham Center for Chemical Genomics
# Jurkat NFkB inh = inhibitors of induced NF-kB luciferase reporter, primary screen, TCR NF-kB activation inhibitor project, cell-based, luminescence, uHTS. Jurkat, PMA/ionomycin-induced NF-kB luciferase reporter. inhibition, % at 4 µM. 0.53% of 330,000 active; in the data active = inhibition above about 50%
# Mdm2-MdmX inh = inhibitors of human Mdm2-MdmX association, primary screen, cell-based, luminescence, split luciferase, SaOS-2, uHTS; Protein Mdm4 (Homo sapiens) + E3 ubiquitin-protein ligase Mdm2 (Homo sapiens), …; SaOS-2 split-luciferase Mdm2/MdmX complementation; inhibition, % at 8 µM; 3% of 330,000 active;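 active = inhibition of at least 50% at 8 µM in the primary screen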
# EBI2 block = EBI2 receptor antagonists, beta-arrestin recruitment, primary screen, cell-based, luminescence, 7a,25-OHC stimulation, uHTS; G-protein coupled receptor 183 (Homo sapiens), P32249; 7a,25-OHC stimulated; inhibition, % at 5 µM; 0.81% of 360,000 active; in the data active = inhibition above about 38%;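 also: enzyme fragment complementation signal reports receptor beta-arrestin coupling in cells; 0% = agonist plus DMSO wells and 100% = wells without agonist; some results beyond the cut were filed as inactive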
# Target sequence (P32249 whole entry, looked up, the tested form may be a part): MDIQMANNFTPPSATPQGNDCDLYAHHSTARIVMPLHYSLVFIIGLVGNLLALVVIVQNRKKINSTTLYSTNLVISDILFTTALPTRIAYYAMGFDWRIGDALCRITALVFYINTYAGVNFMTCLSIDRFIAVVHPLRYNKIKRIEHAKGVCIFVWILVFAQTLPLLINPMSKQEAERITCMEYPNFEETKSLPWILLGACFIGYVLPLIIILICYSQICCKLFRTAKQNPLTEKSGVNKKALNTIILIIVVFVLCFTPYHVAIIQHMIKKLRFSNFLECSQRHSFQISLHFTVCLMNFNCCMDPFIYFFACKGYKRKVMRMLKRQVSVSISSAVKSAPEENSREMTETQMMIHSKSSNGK
# UPR XBP1 act = activators of adaptive XBP1 UPR arm, primary screen, cell-based, CHO-XBP1 luciferase reporter, luminescence, uHTS | IRE1-XBP1 UPR activation; percent of tunicamycin response, DMSO as zero | activation, % at 20 µM | 0.33% of 330,000 active | AID 463104, 2010;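 active = versus positive control, 20 µM dose yields 30% or more activation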;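 also: 100% = tunicamycin at 10 µg/mL and 0% = DMSO only wells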
#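 Assay system: CHO-XBP1 luciferase reporter cells; Schedule: 6 h treatment, 37 °C; Detection: glow luminescence from Steady-Glo reagent; Benchmarks: high control tunicamycin 10 µg/mL final, low control DMSO vehicle only.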
# CHOP UPR activ = activators of apoptotic CHOP UPR arm, primary screen, cell-based, CHO-CHOP luciferase reporter, luminescence, uHTS; 0.34% of 330,000 active; UPR activation; percent of tunicamycin response over DMSO baseline; activation, % at 10 µM; AID 449763, 2010;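 active = at 10 µM dose, activation of 40% or more, normalized to positive control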;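 also: 100% = tunicamycin at 10 µg/mL and 0% = DMSO alone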
#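 System: CHO-CHOP luciferase reporter cell line; amount: 500 cells/well; buffer or medium: F12 medium containing 10% fetal bovine serum; incubation: 6 h compound exposure at 37 °C after overnight seeding; measured by: luciferase luminescence after 10 min with Steady-Glo reagent; evaluation: % reporter activation, DMSO baseline versus tunicamycin full activation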
# 697 NFkB inh = inhibitors of PMA/ionomycin-induced NF-kB reporter, 697 cells, primary screen, B-cell NF-kB inhibitor project, cell-based, luminescence, uHTS | 697 B-cell NF-kB luciferase reporter, 16 h | 0.33% of 330,000 active | AID 435022, 2010 | inhibition, % at 4 µM; in the data active = inhibition above about 35%
# CCR6 antagonist = CCR6 receptor antagonists, primary screen, cell-based, CHO-K1, luminescence, beta-arrestin, uHTS. C-C chemokine receptor type 6 (Homo sapiens), P51684. CHO-K1 CCR6 PathHunter beta-arrestin, CCL20-stimulated. inhibition, % at 20 µM. 0.49% of 340,000 active;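 active = compounds whose inhibition of the agonist-driven luminescence signal at 20 µM reaches about 50%, limit read from the data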;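 also: cells stimulated with CCL20 at 14 nM final; plate controls were DMSO with CCL20 for no effect and DMSO without agonist for full effect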
# Target sequence (P51684 whole entry, looked up): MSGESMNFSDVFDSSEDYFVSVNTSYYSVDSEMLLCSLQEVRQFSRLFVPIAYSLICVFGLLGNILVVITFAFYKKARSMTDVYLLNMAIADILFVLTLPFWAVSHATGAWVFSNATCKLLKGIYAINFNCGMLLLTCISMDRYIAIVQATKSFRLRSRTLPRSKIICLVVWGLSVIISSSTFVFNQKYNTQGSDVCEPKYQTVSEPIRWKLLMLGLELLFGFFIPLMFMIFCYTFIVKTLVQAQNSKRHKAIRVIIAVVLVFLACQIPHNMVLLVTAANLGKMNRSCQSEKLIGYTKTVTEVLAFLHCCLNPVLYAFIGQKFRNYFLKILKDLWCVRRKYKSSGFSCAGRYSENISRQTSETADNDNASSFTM
# Gli-Sufu block = Gli-Sufu pathway antagonists, primary screen, luciferase luminescence, Sufu-KO-LIGHT cells, uHTS; Sufu-KO-LIGHT fibroblasts, Gli luciferase reporter luminescence; inhibition, % at 5 µM; 0.74% of 340,000 active; AID 588413, 2011;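 active = inhibition above about 55%, limit read from the data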;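 also: 0% = DMSO-treated cells and 100% = wells with medium but no cells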
# CXCR6 inh = CXCR6 receptor inhibitors, primary screen, cell-based, beta-arrestin, luminescence, CHO-K1 PathHunter, 1536-well; C-X-C chemokine receptor type 6 (Homo sapiens), O00574; inhibition, % at 20 µM; 0.36% of 360,000 active; in the data active = inhibition above about 34%, passing the limit was not always enough;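 also: antagonist mode with CXCL16 agonist at 10 nM final; 0% = 10 nM CXCL16 with DMSO and 100% = unstimulated wells without agonist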
# Target sequence (O00574 whole entry, looked up): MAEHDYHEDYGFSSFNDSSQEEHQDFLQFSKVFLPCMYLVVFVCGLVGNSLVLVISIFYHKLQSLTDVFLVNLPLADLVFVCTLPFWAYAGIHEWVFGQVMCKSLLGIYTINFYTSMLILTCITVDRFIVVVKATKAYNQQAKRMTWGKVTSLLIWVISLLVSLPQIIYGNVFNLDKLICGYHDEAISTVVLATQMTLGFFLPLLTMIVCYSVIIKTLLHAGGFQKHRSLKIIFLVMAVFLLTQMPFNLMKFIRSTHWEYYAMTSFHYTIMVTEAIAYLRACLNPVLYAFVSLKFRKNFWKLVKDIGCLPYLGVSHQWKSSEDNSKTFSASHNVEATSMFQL
# * hit, by the source's call; · = not tested or not shown. Rows are unselected; 5% or so of the library scored in one or more.
No.	molecule	Jurkat NFkB inh	Mdm2-MdmX inh	EBI2 block	UPR XBP1 act	CHOP UPR activ	697 NFkB inh	CCR6 antagonist	Gli-Sufu block	CXCR6 inh
1	COc1ccc(CC(=O)NNC(=S)NCC2CC2)cc1OC	14	6	-8	-5	-1.3	-16	-5	3	2
2	CN(C)CCCN(C(=O)c1cc(Cl)sc1Cl)c1nc2cc3c(cc2s1)OCO3	-3	54*	-7	6	2.7	-15	18	26	4
3	N=c1c2c(-c3ccccc3)c(-c3ccccc3)n(Cc3ccco3)c2ncn1CCN1CCOCC1	-6	55*	-4	-1	0.2	-29	27	19	6
4	CCCC(=O)C1=C(N2CCCC2)CC(C)(C)C(C(=O)OC)C1=O (stereo not drawn)	1	11	-6	2	1.4	16	10	-2	-4
5	CCOc1ccc(N2CC(C(=O)OCC(=O)NCc3ccccc3)CC2=O)cc1 (stereo not drawn)	-6	22	-3	-1	1.7	3	-10	2	-8
6	CC1CCCCC1NC(=O)CCC(=O)N1CCOc2ccc(Cl)cc21 (stereo not drawn)	7	21	2	-4	0.2	-13	15	-3	4
7	O=C(O)c1ccc([N+](=O)[O-])cc1Sc1ccsc1	·	·	3	·	·	·	0	27	4
8	CCC(O)CNc1nc(SC)nc2sc3c(c12)CCN(C)C3 (stereo not drawn)	-1	11	-3	-4	-1.1	-2	8	5	-1
9	COc1ccccc1CNC(=O)CCC(=O)Nc1nnc(C)s1	4	11	-1	3	-0.7	-7	7	3	-9
10	CC(C)Cn1c(SCC(=O)N2CCc3ccccc3C2)nc2cc(Cl)ccc2c1=O	4	25	0	-1	9.4	-9	14	8	-11
11	CCCCOc1cccc(C(=O)O)c1	-8	30	4	1	1.2	4	-11	-2	-3
12	O=C(c1ccccc1F)N(Cc1nc2ccccc2c(=O)[nH]1)C1CCCC1	6	1	6	7	0.2	-8	2	-1	12
13	CC(=O)c1cccc(CN2CCN(Cc3ccc(F)cc3)C(CCO)C2)c1 (stereo not drawn)	14	10	-5	-1	0.6	-5	-10	18	3
14	Cc1cc(NC(=O)CC2(CC(=O)O)CCCC2)n(C)n1	7	-11	7	-4	-1.7	12	-5	1	-1
15	CC(C)C(=O)NNc1ccc(C(F)(F)F)cn1	-11	3	-9	5	0.1	-11	-1	-5	7
16	Cc1nc(SC(C(=O)c2ccccc2)c2ccccc2)n[nH]1 (stereo not drawn)	0	13	-4	-1	1.3	20	-3	-4	-4
17	CCN(CC(=O)NC1CCS(=O)(=O)C1)S(=O)(=O)c1cc([N+](=O)[O-])ccc1C (stereo not drawn)	17	18	-6	0	-2.0	2	0	-9	-17
18	CCC(C)NC(=O)C1CCCN(S(=O)(=O)c2ccc(-n3cnnn3)cc2)C1 (stereo not drawn)	-14	-22	0	-1	-1.5	1	8	-3	3
19	COc1cc(OC)c(C2=NOC(C(=O)N3CCc4ccccc4C3)C2)cc1Cl (stereo not drawn)	3	-1	0	1	-1.2	9	8	2	-1
20	Cc1ccc(CSCC2Nc3ccc(C(=O)N4CCN(c5cccc(C)c5)C(C)C4)cc3NC2=O)cc1 (stereo not drawn)	9	18	·	-4	1.7	5	·	·	·

# Continuation:
No.	molecule	Jurkat NFkB inh	Mdm2-MdmX inh	EBI2 block	UPR XBP1 act	CHOP UPR activ	697 NFkB inh	CCR6 antagonist	Gli-Sufu block	CXCR6 inh
21	Fc1cccc(Cl)c1CNc1ccc(N2CCCC2)cc1	-39	-11	-5	-3	5.6	-58	19	14	0
22	CCC(=O)N(CC(=O)Nc1sc(C)c(C)c1C(N)=O)C1CCCCC1	-4	2	-7	-4	0.7	-18	6	5	5
23	COC1C=COC2(C)Oc3c(C)c(O)c4c(O)c(c(CN5CCN(C)CC5)c(O)c4c3C2=O)NC(=O)C(C)=CC=CC(C)C(O)C(C)C(O)C(C)C(OC(C)=O)C1C (stereo not drawn)	·	·	-38	·	·	·	27	0	4
24	CC(C)c1cc(C(=O)Nc2cccc(C(F)(F)F)c2)no1	-36	-1	7	1	5.1	-18	11	-14	-6
25	O=C(N1CCOCC1)N1CCCN(C(=O)N2CCOCC2)CC1	-6	-23	-5	-6	-0.2	13	-2	2	-1
26	CSc1ccc(CN(C)CC(=O)Nc2cccc(Br)c2)cc1	46	13	5	1	0.1	-48	16	7	-14
27	Cc1cc2oc(=O)cc(CN(C)Cc3ccccc3F)c2cc1Cl	-47	-104	25	7	6.0	-68	33	-32	5
28	O=C(N/C(=C\c1cccnc1)C(=O)N1CCCCC1)c1cccc(Br)c1	-6	-3	8	2	0.5	-8	6	-26	-4
29	CCCCCC(=O)c1ccc(O)cc1O	0	18	3	0	4.7	-8	8	-29	5
30	Cc1ccc(C(=O)N2CCC(C(=O)c3ccc(Cl)cc3)CC2)cc1	6	21	61*	-5	-1.7	-4	5	8	5
31	Cc1cc(/C=C(/C#N)c2cccc(F)c2)c(C)n1-c1cccnc1	-5	-6	12	4	3.9	-16	10	-47	-3
32	CNC(=O)C1CC(=O)N(Cc2ccc3c(c2)OCO3)C(=Nc2ccc(OC)cc2)S1 (stereo not drawn)	-9	17	-2	-2	-1.9	-17	14	-8	2
33	Cc1cccc(C)c1NC(=O)C(c1ccccc1)N1CCC1=O (stereo not drawn)	2	0	6	2	1.0	-12	7	7	7
34	COc1cc(CNc2ncn[nH]2)cc(Br)c1OC	15	10	-9	-2	0.1	14	-9	6	1
35	Cc1ccc(NC(=O)CCN2C(=O)C3CCCCC3C2=O)cc1[N+](=O)[O-] (stereo not drawn)	4	24	3	2	0.1	12	17	-14	-5
36	COc1cc(C(c2c(C(=O)O)[nH]c3ccccc23)c2c(C(=O)O)[nH]c3ccccc23)ccc1OCc1ccccc1	-15	8	8	-7	1.0	-9	8	-5	-5
37	CCn1c(C)nc2cc(OC)ccc21	-4	6	-14	-3	-0.5	16	-5	4	-4
38	CC(NC(=O)c1cccc(S(=O)(=O)N2CCc3ccccc3C2)c1)c1ccco1 (stereo not drawn)	5	3	-7	-2	-1.9	14	16	3	4
39	COCCCNS(=O)(=O)c1ccc(C)cc1	-8	2	0	0	-0.4	1	1	-5	4
40	COc1cccc(C(=O)NCCS(=O)(=O)NCC2CCCO2)c1 (stereo not drawn)	-8	9	-9	-1	1.2	-32	1	-23	-8

# Some of these compounds in order of molecular weight, lowest first:
No.	molecule	Jurkat NFkB inh	Mdm2-MdmX inh	EBI2 block	UPR XBP1 act	CHOP UPR activ	697 NFkB inh	CCR6 antagonist	Gli-Sufu block	CXCR6 inh
24	CC(C)c1cc(C(=O)Nc2cccc(C(F)(F)F)c2)no1	-36	-1	7	1	5.1	-18	11	-14	-6
33	Cc1cccc(C)c1NC(=O)C(c1ccccc1)N1CCC1=O (stereo not drawn)	2	0	6	2	1.0	-12	7	7	7
26	CSc1ccc(CN(C)CC(=O)Nc2cccc(Br)c2)cc1	46	13	5	1	0.1	-48	16	7	-14
28	O=C(N/C(=C\c1cccnc1)C(=O)N1CCCCC1)c1cccc(Br)c1	-6	-3	8	2	0.5	-8	6	-26	-4
32	CNC(=O)C1CC(=O)N(Cc2ccc3c(c2)OCO3)C(=Nc2ccc(OC)cc2)S1 (stereo not drawn)	-9	17	-2	-2	-1.9	-17	14	-8	2

# Ordered by the number under CXCR6 inh (falling): 3 of the compounds above.
no. | Structure | Jurkat NFkB inh | Mdm2-MdmX inh | EBI2 block | UPR XBP1 act | 697 NFkB inh | CCR6 antagonist | CXCR6 inh
3 | N=c1c2c(-c3ccccc3)c(-c3ccccc3)n(Cc3ccco3)c2ncn1CCN1CCOCC1 | -6 | 55* | -4 | -1 | -29 | 27 | 6
8 | CCC(O)CNc1nc(SC)nc2sc3c(c12)CCN(C)C3 (stereo not drawn) | -1 | 11 | -3 | -4 | -2 | 8 | -1
4 | CCCC(=O)C1=C(N2CCCC2)CC(C)(C)C(C(=O)OC)C1=O (stereo not drawn) | 1 | 11 | -6 | 2 | 16 | 10 | -4

# Next part
No.	molecule	Jurkat NFkB inh	Mdm2-MdmX inh	EBI2 block	UPR XBP1 act	CHOP UPR activ	697 NFkB inh	CCR6 antagonist	Gli-Sufu block	CXCR6 inh
41	CC(C)(C)c1nnc(NC(=O)CCS(=O)(=O)Cc2ccccc2)s1	4	24	-8	-5	4.3	-2	3	-22	-4
42	Cc1ccc(N(C)S(=O)(=O)c2cccc(C(=O)NCC(c3cccs3)N3CCOCC3)c2)cc1 (stereo not drawn)	6	1	7	-2	2.7	10	24	5	7
43	CCn1c(-c2ccccc2)ccc(C#N)c1=O	-10	-29	4	1	1.6	-12	5	6	0
44	CC(C)c1ccc(S(=O)(=O)N2CCC(C(=O)N3CCC3)CC2)cc1	21	1	1	-1	1.4	9	5	6	-7
45	Cn1c(=O)c2[nH]c(-c3cccnc3)nc2n(C)c1=O	-5	23	-4	3	-2.6	4	4	6	3
46	CN=c1scc(C)n1/N=C/c1ccc2c(c1)OCO2	-131	-36	-4	-5	-4.8	-273	11	-83	0
47	CN(C)S(=O)(=O)c1ccc(Nc2ccc(-c3ccc4c(c3)OCCO4)nn2)cc1	-16	25	30	0	-0.7	-5	2	-4	2
48	COc1ccc(N(CC(=O)N/N=C/c2cccs2)S(=O)(=O)c2ccccc2)cc1	14	40	11	-2	0.1	0	12	0	6
49	COc1ccc2[nH]c(=O)c(CN(C(=O)c3ccccn3)C3CCCCC3)cc2c1	3	6	0	-3	-2.8	16	11	8	-8
50	CC(C)CNC(=O)c1cccc(NC(=O)c2ccc(NC(=O)c3ccco3)cc2)c1	-19	11	-9	-1	4.4	5	17	2	-7
51	CN(C(=S)NC(=O)c1ccc(Br)o1)c1ccccc1	-11	-24	-17	0	2.0	-11	15	-1	-10
52	COc1ccc(S(=O)(=O)Nc2ccc3c(c2)OCO3)cc1OC	-15	16	0	1	2.4	-8	2	-3	0
53	CC(=O)NCCC(=O)Nc1cc(S(=O)(=O)Nc2ccc(Cl)cc2)ccc1N1CCCC1	-2	-6	-2	-2	1.3	-1	4	·	1
54	CCC(C)(C#CCN1CCCCC1)OCCC#N (stereo not drawn)	-17	49	-11	-2	-1.3	-5	-4	-10	-1
55	CCN(CC)S(=O)(=O)c1c(Br)cc(C)cc1Br	-3	10	-2	-1	5.0	-8	7	3	-1
56	CCCCN1C(=O)C(=O)N(CC(=O)c2ccc[nH]2)C1=O	-1	-29	-8	-1	2.2	-16	5	-6	-7
57	Cc1cc(C)c([N+](=O)[O-])cc1NC(=O)CCSc1ccccc1Cl	16	29	9	3	0.6	9	13	3	-8
